T cell modulator = T cell immune modulators affecting CD8 T cell-vesicle binding; AID 2052; 2C CD8+ T cell-vesicle binding, flow cytometry; hits give low values; actives 0.068% (n = 330,000); calls only at 7 µM;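 active = response, share of CD8 T cells binding vesicles, and their 90th percentile fluorescence all below set limits, cut at about 80% in these data, passing the limit was not always enough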
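Test system: purified 2C TCR transgenic mouse naive CD8+ T cells. Probe or stimulus: QL9-peptide-loaded Drosophila micro-vesicles bearing Ld, ICAM-1 and B7-1. Incubation: binding step 1.5 h, 37 °C, antibody labelling 20 min, ice. Measured by: flow cytometry of vesicle-bound cells.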
PMI inhibitors = MPI enzyme activity inhibition – biochemical, fluorescence intensity, coupled assay, primary screen (AID 1209); purified PMI enzyme, coupled fluorescence intensity; higher % means a stronger effect; inhibition, % at 20 µM, or IC50 in µM where a hit was titrated; actives 0.42% (n = 190,000);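 also: plate controls were DMSO vehicle for no effect and wells lacking substrate for full effect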
Insulin prom up = MIN6 insulin promoter up-regulation; MIN6 insulin promoter-GFP reporter, high-content imaging; hits give high values; z-score at 5 µM; actives 0.3% (n = 190,000); AID 1625;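 active = z-score above 3 at 5 µM with at least 500 cells counted in the well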
TNAP activators = stimulation of alkaline phosphatase TNAP activity – biochemical, luminescent, no phosphate acceptor, uHTS, primary screen (AID 1001); purified TNAP, luminescent activation assay, no phosphate acceptor; higher activation fold means a stronger effect; activation fold at 20 µM; hits with a dose series show EC50 in µM; actives 0.03% (n = 200,000); in the data active = activation fold from about 3, or a potency from the dose series; inactive = the rest, 99 in 100 with activation fold below about 1.6; also: many of its hits are not listed in these tables
Autophagy HCS = modulators of autophagy; MEF GFP-LC3 puncta imaging; test concentration mostly 10 µM; calls only at 10 µM (by protocol); actives 0.98% (n = 190,000); AID 463193;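 active = percentage of spot-positive cells more than 3 SD above its plate mean, without a fluorescence outlier flag or 80% toxicity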;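 also: spot-positive cell cutoff set from DMSO-treated cells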
MT stabilizer = stabilizes microtubules in HeLa cells; % tubulin-high responders, % at 10 µM; HeLa tubulin immunostaining HCS, 24 h; share of cells brighter than vehicle mean+2SD; actives 0.83% (n = 200,000);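 active = plate Z-score above 3 for both tubulin-high and condensed-nucleus cell shares, with cell loss under 80%, at 10 µM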;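 also: anti alpha tubulin signal scored within the nucleus-defined area of each cell; some results filed as inactive read as strong as hits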
Hep lipid drop = modulators of hepatic lipid droplet formation. actives 0.4% (n = 240,000). AML12 mouse hepatocytes, oleate lipid droplets, BODIPY imaging. inhibition, % at 6.5 µM;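 active = lipid droplet intensity inhibited by at least 50%, with more than 500 cells counted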
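material = mouse AML12 hepatocyte cell line, fixed after treatment | also added = 100 µM oleic acid challenge | doses = compound at 6.5 µM only | schedule = overnight exposure | technique = Image-based BODIPY and DAPI two-channel analysis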
human PMI inhibitors = human PMI inhibitors, high substrate, primary screen, biochemical, fluorescence intensity, high mannose 6-phosphate (AID 1220). recombinant PMI enzyme, coupled fluorescence intensity; higher % means a stronger effect. actives 0.66% (n = 190,000). inhibition, % at 20 µM, or IC50 in µM where a hit was titrated
bCat nuc transl = alters nuclear translocation of beta-catenin in HeLa cells; immunofluorescence imaging; nuclear translocation activity, % at 5 µM; actives 0.3% (n = 190,000); AID 1665;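 active = nuclear translocation activity above 50% at 5 µM, with a well cell count of 50 or more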;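 also: per-cell ratio of nuclear to cytoplasmic median beta-catenin stain intensity; plate controls were DMSO negative control for no effect and GSK-3 inhibitor IX positive control for full effect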
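System: HeLa cells, endogenous beta-catenin; compound dosing: 5 µM primary single dose, 0.1% DMSO, 0.02–20 µM confirmation series; incubation: 24 h compound exposure at 37°C, 5% CO2; signal: beta-catenin immunofluorescence imaging with DAPI; evaluation: % activation, nuclear-to-cytoplasmic median beta-catenin signal ratio per cell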
Insulin prom up cell count = also measured in Insulin prom up; calls as there; cell count; measured here: cytotoxicity, nuclei count;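 total cells summed across four imaged fields per well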
Hep lipid drop cells 6.5 µM = recorded beside Hep lipid drop, whose call it bears; cell count; measured here: cell count, cytotoxicity flag;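 cells counted across two imaged fields per well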
bCat nuc transl cell count 5 µM = second read-out of bCat nuc transl, no call of its own (marks repeat the call); cell count; measured here: cell count, cytotoxicity flag
T cell modulator vesicle-bound % = further read-out of T cell modulator, marked with its call; double positive events, %; measured here: CD8+ vesicle-bound cell fraction;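 binding gate set so that unloaded-vesicle control wells show 10% double positive cells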
MT stabilizer Hoechst-high % = also measured in MT stabilizer; calls as there; % Hoechst-high responders; measured here: nuclear condensation Hoechst responders;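 share of cells brighter than vehicle mean plus two SD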
MT stabilizer cytotoxicity % = also measured in MT stabilizer; calls as there; toxicity, %; measured here: cytotoxicity by cell density;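 0% = mean cell density of plate MIN control wells and 100% = no cells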
Autophagy HCS cell loss 18 h = second read-out of Autophagy HCS, no call of its own (marks repeat the call); toxicity, %; measured here: cell loss, nuclei count;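 cell loss after 18 h compound exposure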
* marks the source's active call; other numbers are inactive results; i = inactive; . = not tested or not shown. Rule as the data show it, unless noted: active = inhibition above about 50%; inactive = the rest.

SMILES	T cell modulator	T cell modulator vesicle-bound %	PMI inhibitors	Insulin prom up	Insulin prom up cell count	TNAP activators	Autophagy HCS	Autophagy HCS cell loss 18 h	MT stabilizer	MT stabilizer Hoechst-high %	MT stabilizer cytotoxicity %	Hep lipid drop	Hep lipid drop cells 6.5 µM	human PMI inhibitors	bCat nuc transl	bCat nuc transl cell count 5 µM
CC1CCCN(C/C(O)=C(\C#N)c2nc3ccccc3[nH]2)C1 (stereo not given)	i	59.0	4.1%	0.78	1300	1	i	-2.6	2.9	1.6	4.5	22.9	684	2.4%	.	.
Cc1nn(Cc2ccccc2Cl)c(C)c1NC(=O)c1cc(-c2ccc(F)cc2)on1	i	12.1	1.5%	0.04	1273	1.1	i	0.2	3.9	1.9	4.4	-1.3	633	1.8%	.	.
Cn1c(=O)c2c(nc(CN3CCC(C(N)=O)CC3)n2Cc2ccccc2F)n(C)c1=O	i	10.5	5.6%	0.01	989	1.2	i	2.7	3.5	2.7	18.5	.	.	8.6%	1.1	1168
COC(=O)c1ccc(NC(=O)N2CCOCC2)cc1	i	12.6	-13.2%	-0.53	1459	1.2	i	9.6	5.4	4.7	9.6	.	.	-7.1%	-8.9	930
Cc1cc(C#N)c2ccccc2n1	i	25.4	1.6%	0.22	737	1.1	i	-6.5	5.0	1.4	4.1	14.7	781	-6.3%	0.7	993
Cc1n[nH]c(C)c1CCC(=O)N/N=C/c1cccs1	i	25.0	.	0.31	979	.	.	.	.	.	.	-1.3	656	.	0.0	1340
CCOc1cc(N2CCOCC2)c(OCC)cc1NC(=O)CN1C(=O)C2CC=CCC2C1=O (stereo not given)	i	25.5	-2.1%	0.18	1286	1	i	-0.2	4.5	2.4	6.1	44.1	674	26.0%	-0.5	1120
COC(=O)c1c(NC(C)=O)sc(C)c1C	i	22.3	-8.7%	0.62	1180	1	i	-32.2	5.1	1.8	4.1	40.2	721	-10.5%	-0.9	1128
COc1ccc(C2=NN(c3nc(C)cc(C)n3)C(=O)C2)cc1	i	28.0	28.5%	-0.04	1449	1.1	i	-1.1	2.4	2.0	3.7	-1.7	674	51.6%*	1.2	1100
Cc1cc(C(=O)CN2CCC(C)CC2)c(C)n1-c1ccccc1F	i	26.2	9.0%	-0.39	1400	1.1	i	10.6	7.6	1.3	8.2	5.8	619	10.6%	-1.6	1146
COc1ccc(OC)c(CN2C(=O)CCC2(C)C(=O)NC2CCCCCC2)c1 (stereo not given)	i	41.2	4.8%	-0.2	1363	1.1	i	-13.8	1.6	1.4	5.6	.	.	2.9%	-2.4	893
COC(=O)c1cccc(NC(=O)CSc2nnc(COc3cccc(C)c3)n2C)c1	i	30.5	-3.4%	-0.66	1255	1.1	i	12.4	4.3	3.6	9.1	.	.	1.7%	-7.6	999
CCCCNC(=O)c1cc(C)nc2ccccc12	i	18.3	.	0.28	1429	.	.	.	.	.	.	-5.8	714	.	-0.6	1145
Oc1ccc(/C=N/NC(=S)N/N=C/c2ccc(O)cc2)cc1	i	36.7	-1.8%	.	.	0.8	i	20.2	11.5	12.2	13.0	0.4	733	-10.6%	-0.5	1425
COc1cc(NS(=O)(=O)c2ccc(Br)cc2)c(OC)cc1NC(=O)c1ccco1	i	34.6	21.7%	0.69	1363	1.1	i	8.9	2.3	1.3	6.9	-40.9	742	15.7%	-0.2	880
Clc1cccc(-c2cc3nc4c(c(N5CCN(c6cnccn6)CC5)n3n2)CCCC4)c1	i	39.9	14.8%	-1.97	640	1	i	-19.0	3.0	1.6	5.1	5.1	758	13.8%	2.2	995
Cc1nnc(Cl)c2nn(-c3ccccc3)c(C)c12	i	39.2	-13.1%	0.35	1292	1	i	3.9	1.5	2.4	1.4	-3.1	658	-14.5%	-3.5	505
COc1ccc(-c2cc(C(F)(F)F)nc(SCC(=O)N3CCOCC3)n2)cc1OC	i	31.1	6.1%	-1.06	1273	1.1	i	-11.8	2.5	2.7	7.5	5.5	708	0.7%	0.4	918
Cc1ncoc1C(=O)N1CCCC(C(=O)c2ccc(-c3ccccc3)c(F)c2)C1 (stereo not given)	i	19.4	17.3%	0.2	1467	1	i	-18.2	3.6	1.7	6.8	-0.3	690	15.6%	-1.4	964
Cc1cccc(NC(=O)c2c(-c3ccccc3)noc2C)n1	i	46.5	-10.8%	-0.05	1238	1.2	i	-3.2	5.2	2.9	5.5	18.6	695	-8.8%	0.1	1160
NC(=O)C1(N2CCCCC2)CCN(C(=O)c2cccn3c(=O)c4cc(Cl)ccc4nc23)CC1	i	15.9	10.7%	-0.16	1290	1.1	i	14.9	5.8	4.1	9.7	.	.	18.3%	0.2	1416
Cc1cccc(S(=O)(=O)NC(Cc2c[nH]c3ccccc23)C(=O)O)c1 (stereo not given)	i	34.9	10.1%	1.31	1405	1.2	i	7.9	1.1	1.8	3.5	0.2	607	3.8%	-1.7	894
CC(C)[C@@H]1NC(=O)c2cc([N+](=O)[O-])cc(F)c2NCCC[C@@H](C(N)=O)NC(=O)[C@H](CO)NC1=O	.	.	-2.1%	-0.92	531	1	i	-9.2	3.9	1.4	4.7	-1.7	793	-1.4%	2.3	452
C#CCOCCOCCOCCNc1nc(N2CCN(C(=O)[C@H](Cc3ccc(O)cc3)n3cc(CCO)nn3)CC2)nc(N2CCN(C(=O)[C@H](Cc3ccc(O)cc3)n3cc(CCO)nn3)CC2)n1	i	23.7	-41.4%	-0.37	1203	1.1	i	24.8	3.8	2.8	1.4	-11.9	740	-53.7%	.	.
O=c1[nH]c(CSc2nnc(-c3ccncc3)n2Cc2ccco2)nc2ccccc12	i	43.2	-0.6%	-0.14	1252	1.1	i	5.3	2.1	0.3	13.4	.	.	-0.3%	-3.9	940
CSc1ccc(C(=O)C2CCCN(Cc3ccc(N4CCNC4=O)cc3)C2)cc1 (stereo not given)	i	50.1	-0.7%	-1.09	1353	1.1	i	1.4	13.9*	16.0*	19.2*	-14.2	654	-4.9%	6.6	991
O=S(=O)(Nc1ccc(S(=O)(=O)Nc2cccc3ccccc23)cc1)c1ccccc1	i	22.8	15.2%	-0.1	845	1.2	i	-3.7	1.3	1.5	4.5	0.2	783	19.5%	.	.
COc1ccccc1CNC(=O)CSc1ccc(C(=O)Nc2ccccc2OC)cc1[N+](=O)[O-]	i	5.9	8.2%	-0.04	1595	1.2	i	19.1	3.8	1.8	1.7	1.2	623	1.9%	-1.0	1106
O=C(c1cc(-c2ccc(Cl)c(Cl)c2)on1)N1CCCCC1	i	24.6	2.8%	0.09	1594	1	i	7.0	1.4	1.7	10.3	.	.	2.7%	0.0	1459
NC(=O)C1CCN(C2CC(=O)N(Cc3cccs3)C2=O)CC1 (stereo not given)	i	33.0	4.5%	0.97	930	1.1	i	-0.2	1.1	1.2	4.4	1.5	815	-1.3%	2.9	976
COc1cc(/C=N/NC(=O)Cc2cccs2)c([N+](=O)[O-])cc1OC	i	33.1	-29.2%	0.44	1342	0.9	i	-5.1	1.5	2.0	8.8	2.4	649	28.4%	-2.2	965
Cn1c(=O)n(CC(=O)N2CCN(c3nnc(-c4ccccc4)c4ccccc34)CC2)c2ccccc21	i	25.8	10.1%	-0.77	935	0.9	i	-7.1	4.5	1.9	6.2	10.7	723	1.0%	.	.
Cc1ccc(CS(=O)(=O)Cc2ccc(C(=O)NCc3ccccn3)o2)cc1	i	28.0	5.7%	0.3	1376	1.1	i	-3.2	2.4	1.5	5.5	-12.9	760	-0.9%	.	.
CCOC(=O)c1cc(/C(C)=N/OC(=O)c2ccc(C(C)(C)C)cc2)on1	i	65.4	.	-1.61	1269	.	.	.	.	.	.	0.6	626	.	-5.6	1260
COc1ccccc1CNc1cc(CSc2ccc(Cl)cc2)nc(C)n1	i	38.1	9.0%	-0.42	945	1.2	i	-4.2	0.9	1.3	7.3	12.6	788	12.1%	.	.
Cc1nnc(SCc2cccc(Cl)c2)n(N)c1=O	i	21.3	-6.0%	-0.84	1288	1.1	i	7.2	1.3	0.8	0.2	4.8	696	-8.0%	-0.2	1052
COC(=O)n1c(SC)nc2ccccc21	i	39.9	-22.5%	.	.	1	i	3.4	3.2	2.1	9.4	.	.	-12.1%	.	.
O=C(CSc1n[nH]c(-c2ccccc2)n1)c1ccccc1	i	41.9	2.9%	0.34	1658	0.4	i	16.2	4.2	1.9	1.6	-6.1	627	-10.9%	0.2	979
O=C(c1[nH]ncc1-c1ccc(Cl)cc1)C1CO1 (stereo not given)	i	22.8	.	-0.34	1404	.	.	.	.	.	.	-0.6	709	.	0.6	1334
CN1/C(=C\C=N\O)C(C)(C)c2ccccc21	i	52.8	-28.2%	0.18	1098	1.1	i	10.7	3.0	3.7	6.0	-5.9	648	-3.6%	-1.7	1085
Cc1cc(C(C)(C)C)cc(S(=O)(=O)Nc2cccc(C(=O)O)c2)c1C	i	5.0	11.1%	0.39	962	1.1	i	-8.6	2.1	1.9	5.3	12.9	790	0.2%	-2.1	1267
C/C(=N/NC(=O)CNc1ccc(C)cc1)c1ccc(Br)s1	i	12.9	6.7%	0.56	1263	1	i	21.1	3.8	1.3	5.5	-11.8	682	0.1%	-0.3	977
COCCn1c(N)c(NCc2ccccc2)c(=O)n(CC(=O)Nc2cc(C)ccc2C)c1=O	i	47.2	6.0%	0.03	1211	1.1	i	6.0	4.9	3.1	12.5	.	.	7.1%	0.6	1429

3 compounds from above, sorted by the number in TNAP activators, largest number first.
compound	TNAP activators
Cc1ccc(CS(=O)(=O)Cc2ccc(C(=O)NCc3ccccn3)o2)cc1	1.1
CC(C)[C@@H]1NC(=O)c2cc([N+](=O)[O-])cc(F)c2NCCC[C@@H](C(N)=O)NC(=O)[C@H](CO)NC1=O	1
Cn1c(=O)n(CC(=O)N2CCN(c3nnc(-c4ccccc4)c4ccccc34)CC2)c2ccccc21	0.9

Screening data: PubChem, several laboratories
